Screens from PubChem BioAssay.
PLC-gamma1 inh: inhibitors of human phospholipase C gamma1; purified PLC-gamma1, fluorogenic substrate, fluorescence; inhibition, % at 12.2 µM; AID 720700; actives 0.84% (n = 370,000); in the data active means inhibition above about 9.5%
ssDAF12 agonist: activates DAF-12 receptor from parasite S. stercoralis; activation, % at 6.8 µM; AID 652126; HEK293 ssDAF-12/GRIP1 lit1-tk-luc reporter, luminescence; % of 3 µM dafachronic acid response; actives 1% (n = 370,000);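 active means activation above the mean over all tested compounds plus 3 SD, cut at about 0.9% in these data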;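 further: 0% = DMSO-only wells and 100% = 3 µM delta7-dafachronic acid wells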
ADAM17 inh: inhibits human ADAM17. recombinant ADAM17, EDANS/DABCYL FRET peptide cleavage. inhibition, % at 6.95 µM. actives 0.83% (n = 370,000);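 active means inhibition above the mean of compounds lying between control limits plus 3 SD, set per campaign, cut at about 8.5% in these data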;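 further: 0% = DMSO-only wells as the low control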
hgDAF12 agonist: agonists of H. glycines DAF-12 nuclear receptor; HEK293 GAL4-hgDAF12 UAS-luciferase reporter, agonist luminescence; normalized to butyrate control; activation, % at 6.8 µM; actives 1.8% (n = 370,000);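 active means activation above a cutoff set at the mean of all screened compounds plus 3 SD, cut at about 10% in these data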;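 further: 0% = DMSO wells and 100% = sodium butyrate wells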
hcDAF-12 act: activates DAF-12 receptor from parasite H. contortus | HEK293 hcDAF-12 lit1-tk-luc reporter, luminescence; 0% DMSO, 100% Δ7-dafachronic acid | activation, % at 6.8 µM | actives 1.4% (n = 370,000) | AID 652067;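 active means activation above the mean of all tested compounds plus 3 SD, cut at about 5.5% in these data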;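 further: 100% = response to 3 µM Δ7-dafachronic acid high control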
GAA850 FXN act: increases GAA850 frataxin promoter reporter activity. HEK293 lucGAA850 FXN promoter luciferase reporter, 24 h; percent of 10 µM SAHA response. activation, % at 6 µM. actives 0.56% (n = 360,000). AID 540364;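 active means activation above the average of all compounds screened plus 3 SD, cutoff fixed separately per campaign, cut at about 7.5% in these data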;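 further: 0% = DMSO wells and 100% = 10 µM SAHA wells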
PLC-beta3 inh: PLC-beta3 (human) inhibition, primary screen | Purified PLC-beta3, fluorogenic substrate, fluorescence | inhibition, % at 12.2 µM | actives 0.18% (n = 370,000) | AID 720704; in the data active means inhibition above about 11%;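 further: 0% = median of compound wells on plate and 100% = full blocker control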
DAX1 inh-1: blocks DAX1 repression of SF-1 activated StAR promoter | HEK293T StAR-luciferase reporter, SF-1/DAX-1 repression relief | inhibition, % at 6.8 µM | actives 1.1% (n = 370,000) | AID 652010;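 active means inhibition above the mean over all tested compounds plus 3 SD, cut at about 3.6% in these data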;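 further: 0% = DAX-1 cells with DMSO and 100% = cells lacking DAX-1 with DMSO; higher inhibition means more luminescence from relief of DAX-1 repression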
sPLA2-III inh: Blocks human group III sPLA2 activity. inhibition, % at 12.2 µM. actives 0.56% (n = 370,000). QFRET BODIPY PC-A2 liposome hydrolysis, fluorescence. AID 743126. Q9NZ20;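 active means inhibition above mean plus 3 SD of compounds lying within the high and low control bounds, cut at about 19% in these data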;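 further: 0% = median of test compound wells and 100% = no enzyme DMSO wells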
DAX1 inh-2: NR0B1 (DAX1) inhibition | inhibition, % at 6.75 µM | P51843 | AID 504766 | HEK293 Gal4-DAX1 luciferase reporter, luminescence | actives 0.99% (n = 340,000);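 active means inhibition above the mean over all tested compounds plus 3 SD, cut at about 4.2% in these data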;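 further: 0% = DAX1-transfected cells with DMSO and 100% = empty-vector control cells with DMSO; inhibition shows as a rise in luminescence from relieved DAX1 repression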
Target sequence (P51843 207-470 limits assumed): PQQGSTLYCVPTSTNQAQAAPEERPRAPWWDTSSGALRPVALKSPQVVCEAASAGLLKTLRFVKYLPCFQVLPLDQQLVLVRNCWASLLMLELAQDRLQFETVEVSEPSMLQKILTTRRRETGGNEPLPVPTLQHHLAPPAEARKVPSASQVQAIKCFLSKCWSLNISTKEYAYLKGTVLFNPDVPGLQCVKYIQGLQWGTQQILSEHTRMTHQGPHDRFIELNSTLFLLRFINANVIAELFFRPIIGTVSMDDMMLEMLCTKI
ADAM10 inh: inhibitors of human ADAM10. O14672. recombinant ADAM10, EDANS/DABCYL FRET peptide cleavage, 3 h. inhibition, % at 7 µM. actives 0.62% (n = 370,000);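 active means inhibition above a per-campaign cutoff equal to the mean of compounds falling between control-based bounds plus 3 SD, cut at about 20% in these data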;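 further: 0% = DMSO wells while the 100% control is not disclosed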
Target sequence (O14672 214-748 limits assumed): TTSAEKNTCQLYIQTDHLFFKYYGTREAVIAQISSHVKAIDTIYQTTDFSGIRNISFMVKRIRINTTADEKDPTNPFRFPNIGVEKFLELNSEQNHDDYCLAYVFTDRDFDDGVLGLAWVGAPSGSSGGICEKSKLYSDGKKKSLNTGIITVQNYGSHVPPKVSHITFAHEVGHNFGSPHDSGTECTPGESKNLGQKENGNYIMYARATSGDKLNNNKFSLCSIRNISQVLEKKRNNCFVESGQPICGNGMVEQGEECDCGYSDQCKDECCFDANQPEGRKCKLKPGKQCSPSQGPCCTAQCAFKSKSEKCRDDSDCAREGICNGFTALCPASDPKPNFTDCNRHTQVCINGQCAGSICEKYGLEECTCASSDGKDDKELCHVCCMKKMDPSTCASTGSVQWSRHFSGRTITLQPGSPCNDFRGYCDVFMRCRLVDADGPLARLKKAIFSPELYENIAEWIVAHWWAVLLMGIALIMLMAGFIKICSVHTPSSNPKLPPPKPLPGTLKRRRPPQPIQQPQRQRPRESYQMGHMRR
* hit, by the source's call; i = inactive; x = no result given.

Fields – PLC-gamma1 inh | ssDAF12 agonist | ADAM17 inh | hgDAF12 agonist | hcDAF-12 act | GAA850 FXN act | PLC-beta3 inh | DAX1 inh-1 | sPLA2-III inh | DAX1 inh-2 | ADAM10 inh
- CCn1c(C(=O)N2CCC(C(=O)NCc3cccs3)CC2)cc2sccc21
    3.8 | -1.3 | 0.6 | 2.3 | -0.6 | -0.4 | 3.2 | 0.3 | -3.4 | -1.0 | -8.3
- CC1CCN(C(=O)CN(Cc2ccc(Cl)cc2)S(C)(=O)=O)CC1
    -3.0 | -1.1 | -3.0 | 0.1 | -0.5 | -0.8 | -7.5 | -0.6 | 8.5 | 0.4 | -4.0
- Cc1cc(C)c(S(=O)(=O)c2ccccc2)c(N2CCOCC2)n1
    -0.6 | -0.9 | -1.4 | -2.2 | -1.4 | -1.0 | 2.5 | -0.4 | 1.1 | 3.3 | 8.3
- COc1cccc(-c2cc(C(F)(F)F)n3ncc(C(=O)N4CCc5ccccc5C4)c3n2)c1
    -23.8 | -0.9 | -1.4 | -2.8 | -1.0 | 0.1 | -29.6 | 1.1 | 2.1 | -0.6 | 0.1
- CCOC(=O)c1c(-c2ccc(Cl)cc2)c(C#N)c(=O)n(N)c1N
    1.4 | -0.7 | 0.7 | -1.4 | -0.8 | -0.6 | 1.3 | -1.0 | -0.9 | -0.2 | 6.9
- O=C(CSc1nccc(=O)[nH]1)NN(c1ccccc1)c1ccccc1
    2.7 | -0.6 | -2.5 | 0.8 | 0.5 | 0.2 | -1.9 | 0.1 | 0.7 | -1.6 | 9.6
- COc1ccc(Sc2ccc(NC(=O)c3cccc(Cl)c3)cc2C#N)cc1
    -1.4 | -1.5 | -1.3 | 0.6 | 0.0 | -0.7 | -1.4 | 0.4 | 5.4 | x | -4.2
- CCS(=O)(=O)c1nc(S(=O)(=O)c2ccc(C)cc2)c(N2CCC(O)CC2)s1
    -0.1 | -1.4 | -2.5 | 0.1 | -0.3 | 2.2 | -7.0 | -1.1 | -1.4 | -0.4 | 8.6
- CSc1cccc(CNC(=O)C2CCC(=O)N(CCc3ccccn3)C2)c1 (centres undefined)
    1.2 | -1.5 | -3.5 | 0.8 | -0.8 | 2.2 | -3.1 | -0.5 | -0.8 | 0.4 | -1.8
- COc1ccccc1CNC(=O)C1CSC2(C)CCC(=O)N12 (centres undefined)
    2.0 | -1.4 | -6.0 | -0.1 | -1.2 | 0.8 | -5.9 | -0.8 | 8.0 | -0.6 | -7.0
- CCC(=O)NC(=S)Nc1ccccc1C(F)(F)F
    -2.1 | -1.2 | -0.2 | 0.2 | -1.3 | 0.0 | 4.0 | 0.9 | 3.0 | -0.5 | -3.9
- CC1CN(S(=O)(=O)c2ccc(C(=O)Nc3nccs3)cc2)CC(C)O1 (centres undefined)
    2.0 | -1.1 | -1.7 | -1.4 | -0.1 | -1.0 | 3.2 | -0.7 | -3.2 | -0.1 | 3.0
- Cc1ccsc1C(=O)OCC(=O)Nc1cccc(S(=O)(=O)N2CCOCC2)c1
    -1.1 | -0.3 | 1.7 | -3.2 | -1.9 | 2.4 | -5.4 | -0.6 | -9.2 | 0.2 | 14.8
- CCCC1=C([O-])C2N=CC=CC2=[N+](c2ccccn2)C1=O (centres undefined)
    -5.7 | -0.6 | -5.7 | -2.3 | -0.8 | -0.1 | -5.9 | 0.3 | 10.3 | -0.2 | -5.7
- CCOC(=O)c1c(C)nc(C)c(C(=O)OCC)c1-c1ccc(O)c(OC)c1
    1.7 | -0.2 | 2.9 | 1.4 | 0.7 | -0.4 | 0.9 | 0.1 | -15.9 | 0.4 | 1.8
- CC(NC(=O)C1CC1)C(c1cccs1)N1CCOCC1 (centres undefined)
    3.4 | -1.4 | -0.5 | -1.4 | -1.3 | 2.3 | -4.2 | -0.1 | -4.6 | 3.0 | 4.8
- CC(C)N(C(=O)CN1C(=O)NC(c2ccccc2)(c2ccccc2)C1=O)C(C)C
    -1.1 | -0.2 | -6.3 | 2.5 | -2.1 | 1.9 | -10.3 | 0.2 | 9.9 | -1.1 | -0.1
- CN(Cc1cccnc1)C(=O)CNC(=O)COc1ccccc1
    -2.8 | -0.9 | -1.1 | 0.1 | -1.6 | 2.0 | -1.1 | 0.0 | 1.2 | -0.2 | 2.8
- Nc1nnc(-c2cccc(F)c2)s1
    0.7 | -1.9 | 0.7 | 0.3 | -0.7 | -0.2 | -3.3 | 0.3 | 0.4 | 2.9 | -3.2
- CCOC(=O)c1ccccc1NC(=S)N1CCC(C)CC1
    0.5 | -1.2 | -0.7 | 1.1 | -2.0 | 1.6 | 5.3 | 0.0 | 7.1 | 0.5 | -1.0
- CN(C)CCOC(=O)CCc1ccccc1
    2.9 | -1.0 | -2.6 | 1.2 | -0.7 | 2.3 | 2.0 | 0.3 | -4.7 | 0.5 | 3.2
- CCOC(=O)C1(CCOc2ccccc2)CCN(Cc2ccc(C(=O)OC)cc2)CC1
    -4.7 | -1.3 | -0.5 | 6.1 | 0.0 | 1.7 | -5.2 | -0.1 | -16.2 | -0.2 | 3.2
- Cc1cccc(Nc2c([N+](=O)[O-])ccc3nonc23)c1C
    1.8 | -1.3 | -4.9 | -0.1 | -0.8 | 1.6 | -4.9 | 0.1 | 5.7 | 1.9 | -0.8
- N/C(=N\S(=O)(=O)c1cc(C(F)(F)F)cc(C(F)(F)F)c1)c1ccncc1
    -5.3 | -0.9 | -2.6 | -2.8 | -0.2 | -0.1 | -8.1 | -1.1 | -4.4 | 1.2 | -7.8
- Cc1c(NC(=S)NC(=O)CSc2ccc(Cl)cc2)cccc1C(=O)O
    2.4 | -1.5 | -0.5 | 1.4 | -0.8 | -0.1 | -9.0 | 2.5 | -9.0 | 0.6 | -8.5
- COc1ccc2c(c1)cc(C)c1nnc(SCC(=O)N(C)c3nc(-c4ccccc4)cs3)n12
    1.7 | -1.1 | -3.4 | -0.8 | -0.2 | 2.4 | 0.1 | 0.5 | 0.7 | 0.4 | -1.7
- O=C(NCc1cccnc1)[C@@H]1CC=C[C@@H]2CCN(Cc3ccccc3)C(=O)[C@@H]21
    -0.5 | -1.4 | -3.2 | 0.0 | -0.5 | -1.8 | 1.4 | 0.2 | 5.1 | 0.4 | -1.9
- CCC(C)N(C(=O)CSc1nc(-c2cccs2)nc2ccccc12)C1CCS(=O)(=O)C1 (centres undefined)
    -124.6 | -1.3 | -93.3 | -0.3 | -1.3 | -2.0 | -170.9 | 0.3 | -26.8 | -0.4 | -309.6
- c1ccc(C2CC(c3ccccc3)n3ncnc3N2)cc1 (centres undefined)
    -2.1 | -0.9 | -4.3 | 0.4 | -1.4 | 0.5 | -1.6 | -0.5 | 3.6 | 0.3 | -8.4
- CC(C)n1c(SCC(=O)Nc2nncs2)nnc1C1CC1
    -1.5 | -1.0 | 1.3 | 2.5 | 0.2 | 0.9 | -4.7 | 0.6 | -1.0 | 0.5 | -11.8
- CCCCNC(=O)CN1C(=O)c2cccc(N)c2C1=O
    i | -1.9 | -126.8 | -0.4 | -0.8 | 1.1 | i | -0.8 | 3.6 | 0.2 | -348.7
- O=C(O)CCn1cc(/C=C2\NC(=S)N(c3ccccc3)C2=O)c(-c2ccc(Br)cc2)n1
    1.9 | 0.8 | -1.7 | -1.4 | -1.3 | 0.4 | -4.3 | 0.4 | -3.0 | 1.5 | -5.4
- COc1cccc(-n2c(=O)c3sccc3n(CC(=O)NCC3CCCO3)c2=O)c1 (centres undefined)
    -0.6 | -1.5 | -1.2 | 2.2 | -1.4 | 0.9 | -7.1 | 0.0 | 3.4 | 0.3 | 3.6
- COc1ccc2c(C)nc(N/C(N)=N/S(=O)(=O)c3ccc(C)cc3)nc2c1
    -0.2 | -1.9 | -2.2 | -2.9 | -2.5 | 1.4 | -1.8 | -0.6 | -21.8 | 0.1 | -8.5
- O=C(NCCCNc1ccc([N+](=O)[O-])cc1)C(F)(F)F
    -1.9 | -1.4 | 0.4 | 1.2 | -0.5 | 1.4 | 1.1 | -1.6 | -1.1 | -0.5 | 2.8
- CC(=O)Nc1ccc(NC(=O)C2(C)Cc3c(-c4cccc(C(N)=O)c4)ccnc3O2)cc1 (centres undefined)
    3.1 | -1.4 | -2.7 | -3.0 | 1.8 | 2.0 | 1.6 | 0.4 | -7.1 | x | -6.9
